Screens deposited in PubChem by The Scripps Research Institute Molecular Screening Center.
M5 PAM: CHRM5 positive allosteric modulation; AID 624038; activation, % at 3 µM; 0.3% of 360,000 active; P08912; CHO-K1 hM5, Fluo-8 calcium, ACh EC20 PAM; 0% = ACh EC20, 100% = ACh EC100;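 active = activation above the run cutoff, the mean activation of all test compounds plus 3 SD, cut at about 18% in these data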
Target sequence (P08912 whole entry, looked up): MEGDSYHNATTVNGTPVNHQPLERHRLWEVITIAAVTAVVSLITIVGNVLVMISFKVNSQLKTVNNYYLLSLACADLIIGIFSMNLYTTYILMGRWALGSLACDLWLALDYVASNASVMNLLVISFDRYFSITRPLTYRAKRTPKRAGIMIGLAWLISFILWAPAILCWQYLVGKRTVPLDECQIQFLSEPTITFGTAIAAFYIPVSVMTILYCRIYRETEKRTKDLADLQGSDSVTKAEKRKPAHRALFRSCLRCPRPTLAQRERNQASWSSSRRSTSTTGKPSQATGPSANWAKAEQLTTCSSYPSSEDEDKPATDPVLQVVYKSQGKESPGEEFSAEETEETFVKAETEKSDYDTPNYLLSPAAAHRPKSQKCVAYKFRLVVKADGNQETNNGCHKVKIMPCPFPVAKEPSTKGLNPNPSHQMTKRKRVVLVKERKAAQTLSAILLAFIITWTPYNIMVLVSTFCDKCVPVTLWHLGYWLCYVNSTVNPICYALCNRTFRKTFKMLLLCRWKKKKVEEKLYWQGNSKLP
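Assay system: CHO-K1 hM5 cells / Incubation: Fluo-8 loading 80 min at 37 °C plus 30 min room temperature / Technique: Fluo-8 calcium dye fluorescence, kinetic read / Repeats: single replicate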
M5 antag: CHRM5 antagonism in calcium assay. AID 624040. CHO-hM5 cells, Fluo-8 calcium fluorescence, ACh EC80. inhibition, % at 3 µM. 0.59% of 360,000 active. P08912;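 active = inhibition above a per-plate cutoff, the mean of that plate's test compounds plus 3 SD, cut at about 27% in these data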;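 also: 0% = acetylcholine EC80 with DMSO and 100% = DMSO without agonist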
M4 ag: agonists of human muscarinic M4 receptor (CHRM4); P08173; CHO-K1 hM4/Gqi5, Fluo-8 calcium fluorescence; vehicle 0%, full acetylcholine response 100%; activation, % at 3 µM; 0.14% of 360,000 active; AID 624127;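 active = activation above the run mean over all test wells plus 3 SD, cut at about 32% in these data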;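 also: peak over basal fluorescence ratio per well then scaled between controls; 0% = DMSO wells and 100% = acetylcholine at EC100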
Target sequence (P08173 whole entry, looked up): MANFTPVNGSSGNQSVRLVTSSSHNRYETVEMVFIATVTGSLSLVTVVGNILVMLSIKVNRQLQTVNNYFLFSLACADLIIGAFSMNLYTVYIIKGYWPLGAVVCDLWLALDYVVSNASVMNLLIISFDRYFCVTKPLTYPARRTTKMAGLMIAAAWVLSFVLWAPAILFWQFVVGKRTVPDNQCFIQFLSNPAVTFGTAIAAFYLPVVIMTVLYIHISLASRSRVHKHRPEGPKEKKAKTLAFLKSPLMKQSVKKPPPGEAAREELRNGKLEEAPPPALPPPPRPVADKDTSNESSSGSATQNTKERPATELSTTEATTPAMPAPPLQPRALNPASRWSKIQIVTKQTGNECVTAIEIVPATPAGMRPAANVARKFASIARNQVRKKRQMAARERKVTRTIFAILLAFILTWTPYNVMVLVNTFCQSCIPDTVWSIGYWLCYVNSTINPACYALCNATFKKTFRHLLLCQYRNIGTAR
M4 antag: blocks acetylcholine activation of human M4 receptor | CHO-hM4 cells, ACh EC80, Fluo-8 calcium fluorescence | inhibition, % at 3 µM | 0.73% of 360,000 active;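 active = inhibition above its plate's cutoff, the mean inhibition of sample wells plus 3 SD, cut at about 27% in these data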;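 also: 0% = acetylcholine EC80 with DMSO and 100% = DMSO without agonist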
CHO-K1 Ca PAM: M1 PAM counterscreen hit in parental CHO-K1 cells | ATP EC20, Fluo-8 calcium fluorescence; 0% at ATP EC20, 100% at ATP max | activation, % at 3 µM | 0.02% of 360,000 active;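 active = activation above the run cutoff, the mean activation of all test compounds plus 3 SD, cut at about 40% in these data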;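 also: peak over basal fluorescence ratio in a 140 s read after ATP addition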
M5 ag: agonists of human muscarinic M5 receptor (CHRM5); CHO-K1 hM5 cells, Fluo-8 calcium fluorescence; 0% DMSO wells, 100% maximal acetylcholine response; 0.19% of 360,000 active; activation, % at 3 µM; AID 624037; P08912;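 active = activation above the run's mean over test compounds plus 3 SD, cut at about 23% in these data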;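 also: signal is peak over basal fluorescence ratio across the kinetic read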
M1 ag parental: M1 agonist counterscreen hit in parental CHO-K1 cells; 0.48% of 360,000 active; AID 602248; Fluo-8 calcium fluorescence; scaled to maximal ATP response, vehicle zero; activation, % at 3 µM; in the data active = activation above about 15%;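 also: untransfected CHO-K1 host cells lacking M1 receptor as counterscreen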
CHO-K1 Ca antag: counter-screen for M1 antagonists: effect in parental CHO-K1 cells; 0.6% of 360,000 active; ATP-induced calcium, Fluo-8 fluorescence; inhibition, % at 3 µM;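 active = inhibition above a per-plate cutoff, the plate's mean sample inhibition plus 3 SD, cut at about 24% in these data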;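 also: 0% = DMSO plus EC80 ATP and 100% = DMSO alone without ATP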
M4 PAM: potentiates acetylcholine response at human M4 receptor; AID 624126; activation, % at 3 µM; CHO-K1 hM4/Gqi5, Fluo-8 calcium fluorescence, ACh EC20; 0% = ACh EC20, 100% = maximal ACh; P08173; 0.4% of 360,000 active;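 active = activation above its plate's cutoff, the mean activation of sample wells plus 3 SD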; also: some results filed as inactive read as strong as hits
* marks the source's active call; other numbers are inactive results.

SMILES	M5 PAM	M5 antag	M4 ag	M4 antag	CHO-K1 Ca PAM	M5 ag	M1 ag parental	CHO-K1 Ca antag	M4 PAM
O=C(CC(Cc1ccccc1)c1ccco1)NC1CCCCC1 (centres undefined)	1.8	-1.5	0.6	-5.0	9.8	-9.1	1.1	-6.6	-2.4
Cc1cccc(-c2nc3sc(C)cc3c(=O)o2)c1	-3.6	9.8	0.9	-2.2	10.3	0.5	0.7	-18.0	5.5
CCOC(=O)C1CCN(c2c(NCc3ccc(N(C)C)cc3)c(=O)c2=O)CC1	0.1	-2.2	-0.5	8.0	24.1	3.6	0.4	-16.4	3.1
O=C(NCc1cccs1)c1ccncc1	-0.6	1.9	0.8	0.1	8.5	-1.0	0.3	-9.0	1.2
O=C(Cc1cccc2ccccc12)N/N=C/c1ccc(O)c([N+](=O)[O-])c1	3.7	-9.9	3.2	5.1	3.6	2.3	0.6	4.6	-6.2
CCOC(=O)CC(=O)CSC1=C(C#N)C(c2ccccc2OC)CC(=O)N1 (centres undefined)	-4.5	1.2	1.6	-8.7	19.2	-8.9	1.6	-17.6	-5.2
NC(=O)c1ccc(-n2nnnc2SCC(=O)Nc2ccccc2F)cc1	-2.0	-1.9	0.0	-12.4	-8.0	-4.0	1.6	-10.7	0.9
CSC1=NCCN1C(=O)Cc1cccs1	1.1	-5.1	0.6	-12.1	19.7	0.1	0.8	4.0	9.6
CC(C)NC(=O)c1onc(CSc2ccc(F)c(F)c2)c1C(=O)NC(C)C	-3.8	10.4	-1.0	-10.4	19.3	-2.0	-0.5	-17.8	8.5
CC(=O)Oc1cccc(N2C(=O)C3CC=CCC3C2=O)c1 (centres undefined)	0.7	2.5	0.1	11.1	8.0	-6.4	-0.1	4.4	5.2
S=c1nc(-c2ccccc2)n(-c2ccccc2)[nH]1	-0.2	5.5	1.1	-8.6	13.3	-0.5	3.0	-14.9	-0.2
CC(c1ccc(F)cc1)n1cc(S(=O)(=O)N2CCCC2)ccc1=O (centres undefined)	0.3	2.5	1.5	8.0	-10.9	-0.9	0.0	2.3	-4.2
O=C1OC[C@@H]2CCCN2C(=O)[C@H](CC(=O)N(CCO)Cc2ccccc2)C/C=C\C[C@H]1Cc1ccc(F)cc1	-1.1	-6.4	8.3	-10.3	-0.7	4.9	1.1	-11.1	-1.4
O=C(C[n+]1cccc(C(=O)N/N=C/c2cccc([N+](=O)[O-])c2)c1)c1ccccc1	5.2	3.0	1.5	-5.7	-30.2	2.1	0.3	11.8	6.8
COc1cc(C(NC=O)C(=O)Nc2c(C)cccc2C)ccc1O (centres undefined)	3.2	1.1	0.1	1.9	-12.5	-3.0	0.4	9.5	1.0
CCOC(=O)c1oc2ccccc2c1NC(=O)c1cccc(OC)c1OC	-4.8	7.2	8.3	12.2	18.9	0.3	2.3	-21.6	-2.3
CC1(C(=O)O)CCCN1C(=O)c1ccc(Cl)cc1Cl (centres undefined)	-0.3	-1.8	0.7	-2.7	16.4	0.8	0.3	-2.7	4.4
COc1cc(OC)cc(C(=O)Nc2nc3ccccc3[nH]2)c1	1.7	1.2	2.6	-8.3	15.3	-2.7	1.9	-3.3	-1.1
CC(C)Cc1c2c([nH]c(=S)c1C#N)CCCC2	-0.6	1.2	1.4	4.4	0.5	-1.4	-0.1	-0.5	2.1
CCOC(=O)c1[nH]c(C)c(C(=O)N2CCc3c([nH]c4ccccc34)C2c2ccccn2)c1C (centres undefined)	4.7	-2.2	7.3	0.0	23.2	-4.4	2.3	-3.9	2.2
COc1ccc(/C=N/NC(=O)CCc2nc3ccccc3[nH]2)cc1	1.2	-1.7	1.4	-8.3	17.7	-3.8	0.2	-5.9	16.7
CN(C)c1ccc(CC(=O)N2CCCC(c3cc(C(=O)Nc4ccc5c(c4)OCO5)no3)C2)cc1 (centres undefined)	-3.7	-0.6	8.8	-0.4	-0.8	3.5	4.2	-10.9	-7.6
CN1CCN(c2nc3c(c(=O)[nH]c(=O)n3C)n2CCSc2nnnn2-c2ccccc2)CC1	3.8	-8.6	0.6	-2.8	3.8	2.4	0.6	-4.8	-5.8
Cc1ccc(-c2nn(-c3ccccc3)cc2C(=O)Nc2cccc(S(=O)(=O)NC3=NCCC3)c2)cc1	-8.1	10.7	6.5	3.9	-13.5	0.4	1.2	34.4*	-3.1
O=c1cc(CCc2ccccc2)[nH]c(=O)[nH]1	-5.3	13.1	0.2	8.2	13.1	-0.7	0.5	-0.7	-2.7
More structures.
SMILES	M5 PAM	M5 antag	M4 ag	M4 antag	CHO-K1 Ca PAM	M5 ag	M1 ag parental	CHO-K1 Ca antag	M4 PAM
COc1cccc(CN2CCN(Cc3cc(OC)c(OC)cc3OC)CC2)c1	0.3	0.9	0.8	-1.0	14.6	-4.7	3.0	-15.0	-1.1
O=C(Cn1nc(C(F)(F)F)c2c1CCCC2)NCc1ccco1	-4.0	-0.3	0.4	-0.4	7.4	-2.4	-0.3	1.2	9.1
O=C(CSc1ccc2c(c1)OCCO2)NCc1ccco1	6.6	-4.7	1.2	1.0	3.7	8.3	-0.3	-9.6	-5.0
COc1ccc(CC(=O)NC(C)c2nnc(SCCC(=O)Nc3ccccc3)n2C)cc1 (centres undefined)	18.1*	-9.7	1.1	11.0	-14.5	4.2	0.3	4.8	12.0
N#CCCCc1cn(-c2nc3ccccc3s2)nn1	-5.0	2.8	2.4	0.6	14.8	0.7	1.4	-26.2	4.5
CCc1nc2c(OCC(=O)C(C)(C)C)cccn2c1N(C)C(=O)C1CC1	2.5	0.2	0.3	-4.5	-1.7	-1.8	0.9	-10.1	1.0
COc1ccc(S(=O)(=O)N(C)CC(=O)NCCCN2CCOCC2)cc1C	-0.9	6.5	1.0	8.2	5.1	0.3	1.3	-8.5	-0.9
O=C(Nc1cccnc1)c1ccc(F)cc1	2.3	9.5	1.5	6.9	9.8	0.5	0.0	-4.2	-2.2
CCc1noc(C)c1C(=O)N1CCCC(C(=O)c2cc(F)ccc2F)C1 (centres undefined)	-7.3	9.9	1.1	2.8	12.0	-1.8	0.3	-9.0	-0.8
CCOCCOC(=O)c1ccc(-n2cncn2)nc1	-6.1	-1.4	0.8	7.7	16.4	-3.1	0.5	0.1	2.1
Cc1cccc([N+](=O)[O-])c1NC(=O)COC(=O)C1CC2CCCC(C1)C2=O (centres undefined)	3.3	-11.8	0.7	-5.6	-2.0	2.9	0.1	-2.5	-3.9
N#Cc1ccccc1NC1=CC(=O)CCC1	-0.8	10.6	1.3	6.7	-3.9	-2.9	0.3	7.3	-2.9
CCCCn1c(N)c(N(CCC(C)C)C(=O)C2CC(=O)N(CCc3ccc(OC)c(OC)c3)C2)c(=O)[nH]c1=O (centres undefined)	2.4	-2.4	0.4	-22.8	-21.5	3.3	-0.2	-1.8	13.2
Cc1cc(N2C3CCC2CC(O)(c2ccc(F)cc2)C3)nc(-c2ccccc2)n1 (centres undefined)	-10.2	0.0	3.9	-10.6	9.4	1.6	0.5	-14.4	0.0
CC(=O)Nc1ccc2nc3ccccc3nc2c1	-7.2	15.1	0.1	-4.4	5.1	1.9	1.0	-1.9	2.1
COC(=O)c1ccc(OC)c(CN2CCCN(Cc3ccc(F)cc3)S2(=O)=O)c1	8.6	-8.9	-0.9	-8.9	-11.1	-0.8	-0.5	-13.4	2.7
COc1ccc(N2C(N)=NC(N)=NC2(C)C)cc1	2.1	2.7	-0.3	3.8	15.6	-5.0	0.3	-3.9	-3.3
Cc1nc(N2CCCCC2C)c2c(C)c(C(=O)Nc3cccc(C(F)(F)F)c3)sc2n1 (centres undefined)	3.0	-5.0	0.1	4.1	-1.8	0.8	-0.2	2.6	2.6
OC(Cn1cncn1)(c1ccc(F)cc1)c1ccc(Cl)cc1 (centres undefined)	-5.4	8.4	0.0	-1.1	5.5	0.3	0.1	-14.7	-5.8
O=C(Nc1ccccc1)C1CCN(S(=O)(=O)c2ccc3c(c2)OCCO3)CC1	0.0	1.4	1.8	11.3	-21.9	0.3	1.5	7.7	-9.1
COc1ccc(-n2nc(C(=O)NCC(=O)NCc3ccccc3OC)c3ccccc3c2=O)cc1	4.6	4.0	-0.3	0.2	8.6	-0.5	1.2	-1.0	-0.3
CC(=O)Cc1nsc(NC(=O)c2ccc(COc3ccccc3C)o2)n1	-7.0	3.6	10.0	-4.6	-14.1	4.3	7.8	-1.2	-3.5
N/C(Cc1ccccc1Sc1ccccc1)=N\O	-7.4	10.7	2.2	-0.9	5.8	-0.4	0.9	-2.9	4.5
CC(C(=O)Nc1ccc(O)cc1C(=O)O)N1C(=O)/C(=C\c2cccs2)SC1=S (centres undefined)	-4.0	2.9	-1.0	3.2	-1.6	-0.4	0.0	0.0	6.5
O=C(COC(=O)/C=C/c1ccc([N+](=O)[O-])cc1)NCc1ccco1	1.8	1.5	0.9	10.7	-9.8	2.6	3.8	-5.9	5.8
Next part.
SMILES	M5 PAM	M5 antag	M4 ag	M4 antag	CHO-K1 Ca PAM	M5 ag	M1 ag parental	CHO-K1 Ca antag	M4 PAM
CCc1nnc(NS(=O)(=O)c2ccc(N3C(=O)c4ccccc4C3=O)cc2)s1	-1.8	-2.7	0.1	1.7	12.5	-1.2	0.1	-5.3	-0.9
CCCCN(C)c1c(C)nc2ccc(C(=O)N(C)Cc3ccco3)cn12	-1.7	0.8	2.2	1.9	-8.4	-1.1	1.8	20.6	-3.2
O=C(c1cccnc1)N1CCN(C(=O)c2ccco2)CC1	2.1	2.3	0.6	11.3	16.3	0.8	-0.3	-5.4	2.2
CCOC(=O)c1nn(-c2ccccc2)c(=O)c2c(NC(C)=O)scc12	1.5	-8.9	0.8	-13.1	1.1	-1.2	-0.3	-7.0	3.8
COc1ccc(CN(C)CC(=O)Nc2sc3c(c2C#N)CCC3)c(OC)c1	-9.9	8.1	10.0	-7.5	10.5	-0.5	4.3	-4.0	1.0
Cn1nnnc1SCCNC(=O)C1CCC(=O)N(Cc2ccccc2F)C1 (centres undefined)	2.4	-11.1	0.8	-9.2	16.6	-1.3	0.1	-0.1	0.5
O=c1oc2cc(OCc3ccc([N+](=O)[O-])cc3)ccc2c2c1CCCC2	4.2	4.6	2.0	-0.9	2.7	-4.9	0.2	-2.8	5.1
COCc1cc(CN2CCCC(C(=O)c3cccc(C(F)(F)F)c3)C2)ccc1OC (centres undefined)	-6.8	-7.6	3.8	-5.3	13.6	-7.7	2.5	-9.2	-15.0
COc1ccc(NC(=O)c2oc3cc(C)c(C)cc3c2C)c(OC)c1	1.3	-8.3	0.6	2.3	0.0	-0.3	-0.1	-0.1	3.1
Cc1cc(C)c(S(=O)(=O)c2ccccc2F)c(=O)[nH]1	4.8	-0.1	1.0	-2.7	17.9	0.8	0.3	-12.4	-2.0

Compounds listed so far with a cyano group:
SMILES	M5 PAM	M5 antag	M4 ag	M4 antag	CHO-K1 Ca PAM	M5 ag	M1 ag parental	CHO-K1 Ca antag	M4 PAM
CCOC(=O)CC(=O)CSC1=C(C#N)C(c2ccccc2OC)CC(=O)N1 (centres undefined)	-4.5	1.2	1.6	-8.7	19.2	-8.9	1.6	-17.6	-5.2
CC(C)Cc1c2c([nH]c(=S)c1C#N)CCCC2	-0.6	1.2	1.4	4.4	0.5	-1.4	-0.1	-0.5	2.1
N#CCCCc1cn(-c2nc3ccccc3s2)nn1	-5.0	2.8	2.4	0.6	14.8	0.7	1.4	-26.2	4.5
N#Cc1ccccc1NC1=CC(=O)CCC1	-0.8	10.6	1.3	6.7	-3.9	-2.9	0.3	7.3	-2.9
COc1ccc(CN(C)CC(=O)Nc2sc3c(c2C#N)CCC3)c(OC)c1	-9.9	8.1	10.0	-7.5	10.5	-0.5	4.3	-4.0	1.0
